# High-throughput results from PubChem BioAssay.
# TrxR1 inh: qHTS Assay for Inhibitors of Mammalian Selenoprotein Thioredoxin Reductase 1 (TrxR1): qHTS; recombinant rTrxR1, NADPH fluorescence consumption, selenite substrate; Potency, µM (titrated, usually from 114 µM), without a hit: top-dose activity change, negative = inhibition, most hits filed as inhibitors; 1% of 390,000 active; AID 588453, 2011; further: potency means the concentration at half of the fitted maximal effect; on the % scale 0 is the no-effect control and ±100 the full control effect; nearly all actives have a fitted effect of over 65% in size
#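 Rat TrxR1 (90 nM in the dispensed reagent) was pre-reduced with 400 uM NADPH for 5 min at room temperature, then incubated with compound for 15 min. After 400 uM selenite was added, NADPH fluorescence (Ex 340/Em 450 nm) was followed for 8 min.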
# PI4K2A inh: qHTS for small molecular inhibitors of PI4K2A | Phosphatidylinositol 4-kinase type 2-alpha (Homo sapiens), Q9BTU6 | purified PI4K2A, ADP-Glo luminescence, 1 h; hits give low values | activity change, negative = inhibition, % at 76.9 µM | 0.13% of 420,000 active | AID 1346378, 2018; in the data active means activity change below about -50%; inconclusive means mostly about -30% to -49%;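 further: -100% = wells without enzyme as full effect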
#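 Compounds are screened against recombinant PI4K2A using PI as substrate and ATP, the latter dispensed at 300 microM. Reactions run one hour at ambient temperature before ADP-Glo detection; full inhibition defined by wells lacking enzyme.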
# TrxR1 substrate: qHTS Assay for Substrates of Mammalian Selenoprotein Thioredoxin Reductase 1 (TrxR1): qHTS; 0.01% of 390,000 active; Thioredoxin reductase 1, cytoplasmic (Rattus norvegicus), O89049; purified TrxR1 substrate turnover, NADPH consumption readout; Potency, µM (titrated, usually from 114 µM), for the others: at the highest dose activity change, negative = substrate turnover; further: potency means the concentration at half of the fitted maximal effect; on the % scale 0 is the no-effect control and ±100 the full control effect; nearly all actives have a fitted effect of over 50% in size
#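 Rat TrxR1, dispensed at 90 nM, was prereduced with 400 uM NADPH (final) for 5 min at ~22 deg C, then incubated with compound 15 min before 400 uM selenite. A first-read NADPH fluorescence drop versus no-compound background flagged substrates.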
# D2 agonist: HTS Assay for Allosteric Agonists of the Human D2 Dopamine Receptor: Primary Screen for Agonists | D(2) dopamine receptor (Homo sapiens), P14416 | HEK293 T-REx D2 cells, calcium flux agonist mode | activation, % at 2 µM | 0.53% of 340,000 active;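 active means activation over 3 SD above normal in the single-dose calcium agonist read, cut at about 30% in these data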; further: 0% is about no effect
#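 In this primary screen, compounds producing a positive calcium signal within 180 s of addition to tetracycline-induced, force-coupled HEK293 Trex D2 cells are flagged; cells are dye-loaded with a no-wash calcium kit beforehand.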
# TRHR ag: qHTS for Small Molecule Agonists and Allosteric Enhancers of Human TRH Receptor: Primary Screen for Agonists | AID 493084, 2011 | Thyrotropin-releasing hormone receptor (Homo sapiens), P34981 | activation, % at 2 µM | TRHR cells, calcium flux fluo-8, FDSS agonist mode | 0.18% of 360,000 active; in the data active means activation above about 30%; further: 0% is about no effect
# Target sequence (P34981 whole entry, looked up): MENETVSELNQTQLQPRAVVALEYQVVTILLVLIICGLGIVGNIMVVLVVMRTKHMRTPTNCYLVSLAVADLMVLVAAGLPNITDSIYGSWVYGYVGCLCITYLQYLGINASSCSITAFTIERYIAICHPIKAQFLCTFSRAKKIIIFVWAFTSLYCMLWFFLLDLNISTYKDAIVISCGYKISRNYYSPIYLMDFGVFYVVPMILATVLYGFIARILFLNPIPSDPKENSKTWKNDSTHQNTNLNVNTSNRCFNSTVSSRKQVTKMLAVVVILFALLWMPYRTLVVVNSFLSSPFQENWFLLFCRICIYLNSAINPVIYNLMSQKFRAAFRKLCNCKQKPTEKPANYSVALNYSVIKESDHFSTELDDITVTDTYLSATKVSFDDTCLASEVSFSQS
#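 TRHR-expressing cells, plated overnight in medium with 10% serum, were loaded with fluo-8 calcium dye at room temperature. After a 10 s baseline, library compound was pin-added and calcium release was recorded kinetically (ex 480/em 530) as agonist response.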
# TRHR PAM: qHTS for Small Molecule Agonists and Allosteric Enhancers of Human TRH Receptor: Primary Screen for Enhancers; enhancement, % at 2 µM; TRHR cells, fluo-8 calcium fluorescence, EC20 TRH enhancement; 0.66% of 360,000 active; Thyrotropin-releasing hormone receptor (Homo sapiens), P34981; in the data active means enhancement above about 30%; further: 0% is about no effect
#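 TRHR-expressing cells loaded with fluo-8 calcium dye were read kinetically (ex 480/em 530) during compound addition, then stimulated with an EC20 of TRH (10 nM final). Enhancement of the Gq-mediated intracellular calcium response was scored.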
# D2 antag: HTS Assay for Allosteric Antagonists of the Human D2 Dopamine Receptor: Primary Screen for Antagonists. HEK293 TREx D2 cells, calcium flux, dopamine EC80. inhibition, % at 10 µM. AID 485344, 2010. 2% of 340,000 active. D(2) dopamine receptor (Homo sapiens), P14416; in the data active means inhibition above about 30%; further: 0% is about no effect
#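 Overnight-induced (tetracycline, 30 C) HEK293 T-REx cells carrying force-coupled D2 receive a no-wash calcium dye, then compound, then EC80 dopamine at 180 s; signals are read kinetically throughout.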
# USP1 inh: Inhibitors of USP1/UAF1: Primary Screen; recombinant USP1/UAF1, Ub-Rhodamine cleavage fluorescence; Potency, µM (highest dose often 57.1 µM), inactives show at the highest dose activity change, negative = inhibition, hits mostly inhibitors; 0.23% of 390,000 active; AID 743255, 2014; further: potency means the concentration at half of the fitted maximal effect; on the % scale 0 is the no-effect control and ±100 the full control effect; nearly all actives have a fitted effect of over 60% in size; inactives centre near -12
#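 High-throughput fluorogenic screen: 1nM USP1/UAF1 complex, Ub-Rho substrate 150nM final, 50mM HEPES pH 7.8 with 0.5mM EDTA, 0.1 mg/ml BSA, 1mM TCEP and 0.01% Tween-20.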
# IDH1 R132H inh: qHTS for Inhibitors of mutant isocitrate dehydrogenase 1 (IDH1): qHTS | Potency, µM (highest dose often 76.6 µM), for inactives: top-dose activity change, negative = inhibition, usual class: inhibitors | Isocitrate dehydrogenase [NADP] cytoplasmic (Homo sapiens), O75874 | 0.093% of 390,000 active | IDH1-R132H enzyme, NADPH consumption, diaphorase/resazurin fluorescence; further: potency means the concentration at half of the fitted maximal effect; on the % scale 0 is the no-effect control and ±100 the full control effect; nearly all actives have a fitted effect of over 65% in size
# Target sequence (O75874 whole entry R132H, stated change not applied): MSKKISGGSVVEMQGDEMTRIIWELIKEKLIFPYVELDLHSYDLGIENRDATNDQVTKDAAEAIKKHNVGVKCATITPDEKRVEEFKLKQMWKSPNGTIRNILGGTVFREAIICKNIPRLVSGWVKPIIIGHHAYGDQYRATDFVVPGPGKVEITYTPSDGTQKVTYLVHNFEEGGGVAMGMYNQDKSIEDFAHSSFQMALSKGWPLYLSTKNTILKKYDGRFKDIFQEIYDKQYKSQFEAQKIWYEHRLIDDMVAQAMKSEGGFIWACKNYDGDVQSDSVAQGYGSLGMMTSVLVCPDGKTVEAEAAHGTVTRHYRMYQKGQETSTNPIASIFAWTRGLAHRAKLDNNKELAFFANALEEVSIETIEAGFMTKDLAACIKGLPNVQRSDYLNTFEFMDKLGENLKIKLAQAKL
#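 IDH1-R132H (0.5 ug/mL) preincubated 30 min with compound, then NADPH (0.016 mM) and alpha-KG (2 mM) added; 80 min at RT, pH 7.5. Remaining NADPH coupled via diaphorase/resazurin to fluorescence (540/590 nm); concentration-response curves normalized to no-enzyme control.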
# * hit, by the source's call; ? = inconclusive; · = not tested or not shown; & = joins results of further samples; [ ] = dose if it differs, or a comment. Unless noted, the call rests on the fitted dose curve; in most records, active means well fitted inhibition curve with a large enough effect; inconclusive means small, poorly fitted or top-dose-only effect; inactive means no such curve, though single readings can be large or run the other way. Rows are unselected; about 3.9% have a hit in one of these screens.
SMILES,TrxR1 inh,PI4K2A inh,TrxR1 substrate,D2 agonist,TRHR ag,TRHR PAM,D2 antag,USP1 inh,IDH1 R132H inh
CCCc1nc2sc3c(SCC(=O)NCc4ccco4)ncnc3c2c2c1CCC2,45µM*,-10,2%,-0.6,-0.3,5,-4,-25%,4%
Cn1c(SCC(=O)Nc2cccc(Br)c2)nnc1-c1cc2ccccc2o1,14%,-3,2%,0.4,-0.8,15,12,-23%,4%
Cc1ccc(CN2CCN(Cc3nc(C(C)C)cs3)CC2CCO)cc1 (centres undefined),-9%,0,2%,1.5,0.1,-5,2,-19%,5%
CCOC(=O)N1CCC(NC(=O)CCC(=O)N2CC(C)Oc3ccccc32)CC1 (centres undefined),20%,-4,5%,-1.2,-0.4,3,7,4%,-2%
COCCN(CCOC)S(=O)(=O)c1ccc(C(=O)NCCCN2CCOCC2)cc1,-8%,8,-2%,0.8,1.1,-1,-8,-4%,9%
COc1ccc(CC(=O)NC(=S)Nc2ccc(S(=O)(=O)NC(C)(C)C)cc2)cc1,-14%[57.1 µM],-5,5%[57.1 µM],3.6,3.7,4,-6,-25%,4%
Oc1ccc(-c2onc(C(F)(F)F)c2-c2cscn2)c(O)c1,-5%,-1,-5%,1.0,0.7,0,6,-11%,5%
CCOc1cc(/C=N/NC(=O)c2ccncc2)ccc1OS(C)(=O)=O,-5%,-3,-11%,·,0.1,-1,·,-11%,1%
CC(C)=CCCC1(C)C=Cc2c(c(C)cc3c2[nH]c2cc(O)ccc23)O1 (centres undefined),26%,1,0%,-1.4,-0.3,4,3,-24%,6%
CC(CN1C(C)CCCC1C)OC(=O)c1ccccc1F (centres undefined),13%,-1,2%,-0.5,0.2,-4,0,-8%,0%
O=C(N/N=C/c1ccco1)C1CC1,-7%,-1,-7%,-0.2,0.1,5,0,3%,1%
O=c1[nH]c(-c2ccc3c(c2)OCO3)nc2c1sc(=S)n2-c1ccccc1,13%[57.1 µM],-1,5%[57.1 µM],2.1,-0.2,3,-18,-24%,-1%
O=C1c2ccccc2C(=O)N1c1cccc2cccnc12,5%,0,-3%,2.2,-0.1,1,-7,1%,3%
CCOC(=O)c1ccccc1NC(=O)COC(=O)CCC1CCCC1,-5%,0,-3%,0.6,0.6,-3,-11,-18%,9%
O=C(COc1ncnc2cc(Cl)ccc12)c1ccc2c(c1)OCCO2,4%[57.1 µM],-3,2%[57.1 µM],-1.1,-0.7,-1,-3,-5%,3%
Cc1cc2c(c(=O)o1)C1(C(=O)N(CC(=O)O)c3ccccc31)C(C#N)=C(N)O2 (centres undefined),?,1,5%,·,2.3,1,·,-20%,-2%
CCOC(=O)c1cc(C(=O)c2ccccc2O)cn2c(=O)c3c(C)c(C)sc3nc12,·,·,·,0.8,1.6,3,-9,·,·
Cc1cccc(C(=O)Nc2cccc(S(=O)(=O)NCc3ccco3)c2)c1,-5%,-3,-6%,-0.6,-0.7,-4,-17,-19%,7%
COc1ccccc1N1CC(O)=C(c2nc3ccccc3c(=O)[nH]2)C1=N,?,-4,46%[activator],-1.2,-1.8,9,-12,-15%,5%
O=C1Nc2ccccc2/C1=C/c1ccc([N+](=O)[O-])cc1,-10%,10,-9%,0.6,0.1,-2,-6,-21%,0%
CCN(CC(=O)Nc1c(F)cccc1F)C(=O)C1COc2ccccc2O1 (centres undefined),1%,-3,-3%,0.0,0.7,7,36*,4%,-3%
COc1ccc(N/C=C\C(=O)c2ccc(Br)cc2)cc1OC,16%[57.1 µM],5,9%,-0.1,1.0,-1,-15,-16%,-1%
NC(=O)c1ccccc1NS(=O)(=O)c1ccc(F)cc1,28%[57.1 µM],1,2%[57.1 µM],·,0.1,-8,·,-13%,2%
CC1CCC(C(C)C)C(OCC(O)CNC(C)c2ccccc2)C1 (centres undefined),16%,-10,9%,1.6,-1.1,2,-11,-11%,-1%
COC(=O)[C@@H]1C[C@@]2(O)[C@H](O)[C@H](O)[C@H](O)C[C@H]2N1Cc1cc(F)ccc1F,-3%,2,-3%,1.0,0.1,5,3,7%,-6%

# Overlap with the part before: 3 entries, then new ones.
SMILES,TrxR1 inh,PI4K2A inh,TrxR1 substrate,D2 agonist,TRHR ag,TRHR PAM,D2 antag,USP1 inh,IDH1 R132H inh
NC(=O)c1ccccc1NS(=O)(=O)c1ccc(F)cc1,28%[57.1 µM],1,2%[57.1 µM],·,0.1,-8,·,-13%,2%
CC1CCC(C(C)C)C(OCC(O)CNC(C)c2ccccc2)C1 (centres undefined),16%,-10,9%,1.6,-1.1,2,-11,-11%,-1%
COC(=O)[C@@H]1C[C@@]2(O)[C@H](O)[C@H](O)[C@H](O)C[C@H]2N1Cc1cc(F)ccc1F,-3%,2,-3%,1.0,0.1,5,3,7%,-6%
O=C(NC1CCCN(Cc2ccc(Cl)cc2)C1)c1c(F)ccc(F)c1F (centres undefined),3%,2,-3%,0.8,0.2,-1,9,-15%,2%
CCC(=O)N1CCc2cc(S(=O)(=O)CCC(=O)Nc3nc(C)cs3)ccc21,-15%,0,-7%,64*,-0.1,-8,10,1%,-4%
Cc1cc(C)c2c(N)c(C(=O)Nc3ccccc3F)sc2n1,27%,-5,31%,0.5,0.1,-3,-5,-23%,1%
CCOc1ccc(NC(=O)CN(C)C(=O)Cc2c[nH]c3ccccc23)cc1OCC,17%,-6,6%,-1.6,0.1,11,-4,-10%,1%
COC(=O)Cc1cc(=O)n2[nH]c(SC)nc2n1,0%,3,-3%,0.8,0.2,-1,8,-10%,11%
COc1cccc(CN(C)C(=O)c2cccc(S(=O)(=O)Nc3cccc(C)c3)c2)c1OC,8%,-4,-1%,·,·,·,·,-7%,7%
O=C(CNS(=O)(=O)c1ccc(Br)s1)N1CCN(C(=O)c2ccco2)CC1,3%,-6,9%,0.6,-0.1,-5,4,-6%,-3%
CCOC(=O)Cc1csc(NC(=O)c2ccc(OC)c(OC)c2)n1,4%,1,6%,-0.6,0.7,0,-18,-13%,3%
Cc1ccccc1N(C(=O)Cc1cccs1)C(C(=O)NC1CCCCC1)c1cn(C)nc1C (centres undefined),-6%,3,-1%,0.9,1.1,-3,-5,-12%,-1%
Nc1nc(N)nc(-c2cccc(Br)c2)n1,4%,-3,-3%,·,·,·,·,1%,5%
COc1ccc(NC(=O)c2c(-c3ccc(C)cc3)nnc3ccccc23)cc1OC,7%[57.1 µM],2,2%[57.1 µM],-0.4,-0.5,0,·,17%,11%
Cc1ccc(C2(C)NC(=O)N(CC(=O)Nc3ccccc3N3CCCC3)C2=O)cc1 (centres undefined),-2%[57.1 µM],-2,-5%[57.1 µM],-0.7,-1.1,26,-16,-19%,4%
CCC(C)(C)NC(=O)/C=C/c1ccc(OC)c(S(=O)(=O)N2CCOCC2)c1,-12%,-1,-5%,0.0,-0.1,-4,-8,1%,0%
COc1ccc(-n2cc(C#N)c(=O)[nH]c2=O)cc1,13%[57.1 µM],6,4%[57.1 µM],0.3,-0.1,3,10,-22%,18%
CC(C)OCCCNC(=O)c1ccc2c(c1)NC(=O)c1ccccc1S2,15%[57.1 µM],0&1,-16%[57.1 µM],-0.6&0.4,-0.1&-0.2,-3&-1,-17,-20%&-25%,2%&-15%
Fc1ccc(-n2[nH]nnc2=S)cc1N1CCCC1,?,-9,0%,0.2,1.2,-7,-9,4%,-4%
CCOc1ccccc1CNC(=O)CCc1c(C)nn(-c2ccc(N3CCOCC3)nn2)c1C,4%[57.1 µM],1,-1%[57.1 µM],1.1,-0.2,-11,·,-12%,-4%
Cc1ccc(S(=O)(=O)N(C)C)cc1NC(=O)C1Cc2ccccc2CN1C(=O)c1ccco1 (centres undefined),40µM*,-9,-13%,0.1,-0.5,-4,4,-5%,0%
COc1ccc(-c2nc(SCC(=O)NC(C)CCc3ccccc3)n[nH]2)cc1 (centres undefined),2%[57.1 µM],-2,-2%[57.1 µM],·,-0.6,2,·,-18%,3%
Nc1cc2[nH]c(=O)c3ccccc3c2cc1Br,1%,3,-1%,·,·,·,·,-17%,1%
Cc1ccc(-c2nnc(Nc3ccc4c(c3)nc(C)n4C)c3ccccc23)cc1,?,0,3%,-0.3,-0.3,1,6,?,-2%
COc1cccc(OC)c1/C=C/C(=O)NC1CCCCC1,11%,-4,9%[2.29 µM],·,-0.1,-1,·,-9%,12%
Cc1ccc(S(=O)(=O)N/N=C/c2ccc3nccnc3c2)cc1,9%,9,0%,0.1,0.0,-2,-7,?,-13%
COc1ccc(OC)c(CCNC(=O)c2cnn(-c3ccccc3Cl)c2C2CCN(C(=O)OC(C)(C)C)CC2)c1,-19%,-3,-9%,·,-0.3,-7,·,-15%,-2%
O=C(Cn1cnc2c(cnn2-c2ccccc2)c1=O)N1CCN(c2ccc(F)cc2)CC1,-10%,-1,-5%,·,-0.6,-6,·,0%,-3%
COc1ccc(C(=O)NCCC(C)C)cc1S(=O)(=O)N1CCOCC1,10%,5,-5%,0.3,-0.7,-1,-1,2%,4%
CCOC(=O)C1CCN(c2nc3c(S(=O)(=O)c4ccc(CC)cc4)nnn3c3ccc(Cl)cc23)CC1,24%,0,52%[activator],1.0,0.8,0,·,-7%,13%
